GPR35 antagonists: inhibition of zaprinast-stimulated GPR35 beta-arrestin translocation – imaging, U2OS, beta-arrestin-GFP, zaprinast agonist, primary screen (AID 2058); U2OS GPR35 beta-arrestin-GFP translocation imaging, zaprinast antagonism; higher % means a stronger effect; inhibition, % at 10 µM; hits with a dose series show IC50 in µM; 290,000 compounds, 0.052% hits;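 active = inhibition of at least 50% with at least 30 cells and total cytoplasm GFP at most 10,000,000; inconclusive = under 30 cells or total GFP of 10,000,000 plus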
K1F lysis inhibition: protection from phage-mediated lysis, alamar blue read-out – E. coli UTI89, K1F phage, bacterial capsule biogenesis inhibitors (AID 488966); one-dose inhibition, % at 100 µM; IC50 in µM for titrated hits; E. coli UTI89 K1F phage lysis, alamar blue, 2 h; higher % means a stronger effect; 340,000 compounds, 0.02% hits;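 active = phage lysis inhibition, versus mean bacterial control, above a set limit; inconclusive = no clear call, values can overlap the other calls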;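 note: capsule biogenesis inhibitors block K1F phage lysis so surviving cells raise fluorescence; higher fluorescence means more inhibition of phage lysis; actives were called in the ten point dose series up to 300 µM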
Siah-1 displacement: blockers of Siah-1 interaction with plectin peptide – biochemical, fluorescence polarization, rhodamine-plectin, uHTS, primary screen (AID 1817); Siah-1 / rhodamine-plectin peptide fluorescence polarization; higher % means a stronger effect; 290,000 compounds, 0.02% hits; displacement, % at 20 µM; hits with a dose series show IC50 in µM;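 active = displacement of at least 50% at 20 µM, with a fluorescence ratio check between 0.3 and a set limit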;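 note: plate controls were Siah plus tracer with DMSO for no effect and tracer alone without Siah for full effect; strong numbers were not always called active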
NTR1 agonist: agonists of NTR1, primary screen, imaging, U2OS cells, beta-arrestin-GFP, high content (AID 493036); NTR1-U2OS beta-arrestin-GFP spot imaging, agonist mode; P30989; activation, % at 20 µM; 330,000 compounds, 0.17% hits;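 active = activation at or above 40% of the spot to cytoplasm intensity ratio, with at least 20 cells analyzed; inconclusive = wells under 20 cells, flagged as cytotoxic or low count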;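 note: 0% = DMSO without peptide and 100% = 100 nM NTR1 peptide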
Target sequence (P30989 whole entry, looked up): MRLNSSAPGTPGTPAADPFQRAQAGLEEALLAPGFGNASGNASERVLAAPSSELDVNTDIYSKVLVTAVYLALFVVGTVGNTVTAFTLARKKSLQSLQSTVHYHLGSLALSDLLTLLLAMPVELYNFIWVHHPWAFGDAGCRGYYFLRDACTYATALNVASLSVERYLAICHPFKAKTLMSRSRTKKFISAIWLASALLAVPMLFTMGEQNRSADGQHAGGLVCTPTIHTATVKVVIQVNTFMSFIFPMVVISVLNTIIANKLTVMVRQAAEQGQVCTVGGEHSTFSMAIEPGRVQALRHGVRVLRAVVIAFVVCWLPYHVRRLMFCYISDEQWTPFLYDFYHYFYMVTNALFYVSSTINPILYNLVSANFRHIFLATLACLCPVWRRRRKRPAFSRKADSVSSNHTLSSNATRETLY
GPR55 antagonists: inhibition of LPI-stimulated GPR55 beta-arrestin translocation – imaging, U2OS, beta-arrestin-GFP, LPI agonist, primary screen (AID 2013) | 290,000 compounds, 0.13% hits | inhibition, % at 10 µM; hits with a dose series show IC50 in µM | U2OS GPR55 beta-arrestin-GFP translocation imaging, LPI antagonism; higher % means a stronger effect;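 active = spots per cell inhibited over 60%, with over 100 cells counted and total cytoplasm intensity under 500,000; inconclusive = wells with under 100 cells, flagged as likely toxic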;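 note: U2OS cells stably carrying GPR55 and arrestin-GFP stimulated by 5 µM LPI near EC80; imaged beta-arrestin-GFP aggregate spots per cell after agonist stimulation; plate controls were LPI-stimulated DMSO wells for no effect and DMSO wells without LPI for full effect; some results filed as inactive read as strong as hits; confirmed hits need IC50 under 10 µM and bright autofluorescent wells are also inconclusive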
GPR55 beta-arrestin: GPR55 agonists via beta-arrestin recruitment, primary screen, imaging, U2OS cells, beta-arrestin-GFP redistribution (AID 1961); U2OS GPR55 beta-arrestin-GFP redistribution imaging; higher % means a stronger effect; one-dose activation, % at 10 µM; EC50 in µM for titrated hits; 290,000 compounds, 0.048% hits;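 active = activation above 40% with more than 50 cells counted in the well; inconclusive = wells holding fewer than 50 cells, flagged as toxic or sparse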;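 note: U2OS osteosarcoma cells stably expressing GPR55 and beta-arrestin-GFP; plate controls were DMSO negative control for no effect and LPI positive control for full effect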
AID2073: inhibitors of Mint1-CaV2.2 protein interaction, biochemical, HTRF (AID 2073); HTRF protein-protein interaction, Mint1-CaV2.2; higher % means a stronger effect; one-dose inhibition, % at 20 µM; IC50 in µM for titrated hits; 290,000 compounds, 0.19% hits; in the data active = inhibition mostly above about 51%, no sharp cut-off; inconclusive = no clear call, values can overlap the other calls; inactive = mostly below about 53%; note: some results filed as inactive read as strong as hits
HIV peptide binding: inhibitors of HIV fusion peptide binding, primary screen, biochemical, uHTS, fluorescence dequenching (AID 1986). cell-free peptide binding, fluorescence dequenching, 30 min; higher % means a stronger effect. inhibition, % at 20 µM, or IC50 in µM where a hit was titrated. 290,000 compounds, 0.3% hits; in the data active = inhibition mostly above about 52%, no sharp cut-off; inactive = mostly below about 76%; note: some results filed as inactive read as strong as hits
NS5 inhibitors: Dengue-2 NS5 methyltransferase inhibitors, primary screen, biochemical, confirmation dose response (AID 588689); Dengue-2 NS5 methyltransferase capping enzyme assay, biochemical; higher % means a stronger effect; inhibition, % at 25 µM, or IC50 in µM where a hit was titrated; 340,000 compounds, 0.3% hits; in the data active = a potency from the dose series; inconclusive = inhibition above about 29% without an active follow-up result
NTR1 agonist cell count 20 µM: also measured in NTR1 agonist; calls as there; cell count; measured here: cell count, cytotoxicity flag
NS5 inhibitors pilot replicate: second read-out of NS5 inhibitors, no call of its own (marks repeat the call); inhibition, %; measured here: pilot screen replicate inhibition
* = called active by the depositor; ? = inconclusive; · = not tested or not shown; [ ] = remark or other dose.

SMILES	GPR35 antagonists	K1F lysis inhibition	Siah-1 displacement	NTR1 agonist	NTR1 agonist cell count 20 µM	GPR55 antagonists	GPR55 beta-arrestin	AID2073	HIV peptide binding	NS5 inhibitors	others
CCOc1ccc(C(=O)NC(C(=O)NCC2CCCO2)C(C)C)cc1 (stereo unspecified)	10%	0.9%[50 µM]	-4%	0.7	70	-13%	0.4%	8%	-0.8%	-7%
COc1cc(C(=S)N2CCOCC2)cc(OC)c1OC(=O)c1ccc(F)cc1	10%	0.1%	7%	1.2	55	17%	-0.1%	-16%	-0.9%	-2%
Cc1cc(C)nc(SCC(=O)Nc2ccc3c(c2)OCO3)n1	0%	-0.5%[50 µM]	-3%	1.6	50	2%	-0.2%	6%	0.2%	0%
O=C(CS(=O)(=O)Cc1ccccc1)N1CCN(c2ccccc2F)CC1	7%	0.1%[50 µM]	2%	0.8	52	0%	-0.2%	-2%	0.4%	-1%
O=C(Nc1ccccc1N1CCN(C(=O)c2ccc(Cl)cc2)CC1)c1cc(Br)ccc1Cl	9%	0.3%	-2%	2.5	72	8%	-0.1%	9%	0.0%	-8%
CCCCC1=CC2=CC(=O)C(C)(OC(=O)CC)C(=O)C2=CN1c1ccccc1 (stereo unspecified)	3%	2.2%	4%	0.8	49	5%	0.4%	49%	13%	2%
COc1ccc(-c2cn3c4c(sc3n2)CCCC4)cc1	-14%	1.1%	3%	4.3	78	7%	-0.1%	-10%	-2.9%	-4%	NS5 inhibitors pilot replicate=4.6
CCOC(=O)N1CCN(C(=O)C2CCN(S(C)(=O)=O)CC2)CC1	0%	0.0%	0%	-0.3	42	12%	-0.2%	-10%	-0.4%	2%
c1coc(-c2nc3ccccc3nc2-c2ccco2)c1	-21%	0.0%	48%	3.0	56	-4%	0.7%	?	1.9%	>100µM*
O=C(NCc1ccc(N2CCCC2=O)cc1)c1cnccn1	9%	2.8%	0%	-0.8	57	-4%	-0.1%	15%	2.5%	3%
COc1ccc(OC)c(NC(=O)COC(=O)c2c3c(nc4ccccc24)CCCC3)c1	-5%	3.0%	2%	41*	64*	14%	0.0%	6%	0.3%	-5%
O=C(Nc1ccccn1)NC1CCS(=O)(=O)C1 (stereo unspecified)	7%	-0.1%	-2%	0.8	90	6%	-0.3%	1%	1.3%	3%
COc1ccc(NC(=O)C2CCN(S(=O)(=O)c3ccc(N4CCCC4=O)cc3)CC2)cc1OC	-7%	-0.1%	1%	-0.3	58	0%	-0.2%	10%	-1.0%	-11%
CCn1c(SCC(=O)C(C)(C)C)nnc1-c1ccccc1OC	18%	-0.2%	0%	-0.3	49	1%	-0.2%	-4%	3.2%	·
O=C(Nc1nnc(-c2ccncc2)o1)c1ccccc1	4%	0.5%	-8%	-0.3	65	11%	0.1%	2%	0.9%	-5%
Cc1cc(C)cc(SCc2noc(C(=O)NC(C)C)c2C(=O)NC(C)C)c1	-2%	0.1%	-4%	-3.3	66	10%	-0.2%	4%	-1.5%	-6%
S=C(Nc1ccc(-c2nc3ccccc3[nH]2)cc1)Nc1cccnc1	9%	0.0%	0%	-1.7	51	11%	0.2%	-10%	-2.7%	-10%
Nc1nc(CN2CCC(Cc3ccccc3)CC2)nc(Nc2ccccc2)n1	3%	0.1%	3%	3.0	59	11%	-0.1%	-5%	0.9%	-8%
O=C(Nc1ccc2c(c1)CCCN2C(=O)c1cccs1)c1c(F)cccc1Cl	4%	0.0%	0%	1.3	55	-3%	-0.1%	-7%	2.1%	1%
Cc1cc(C)nc(NCC(O)CNc2ccccc2C)n1 (stereo unspecified)	0%	0.4%	0%	-1.2	91	27%	0.2%	13%	0.2%	-4%
CCCc1nn(C)c(C(=O)Nc2cccc(C)c2)c1Cl	5%	1.2%[50 µM]	4%	1.6	57	16%	0.0%	-11%	1.5%	-1%
CCOC(=O)c1c(CSc2cccs2)n(C)c2cc(Br)c(O)c(CN(C)C)c12	10%	0.3%	-8%	9.1	34	7%	0.1%	-26%	-4.0%	6%
Cc1cccc(OCCNc2cc(N3CCN(C)CC3)ccc2[N+](=O)[O-])c1	-5%	-0.3%	-5%	3.9	63	-3%	-0.1%	7%	-3.0%	-2%
Cc1nc2ccccc2n1/N=C/c1cccnc1	16%	0.5%	3%	1.3	91	4%	-0.1%	7%	2.7%	-6%	NS5 inhibitors pilot replicate=5.2
CCCCCn1c(=O)[nH]c2cc(C(=O)NCCCN3CCCCC3)ccc2c1=O	-6%	0.0%	7%	0.8	77	-11%	0.4%	5%	0.2%	-4%
COc1ccc(NS(=O)(=O)c2ccc(NC(=O)c3ccc(CN4CCOCC4)cc3)cc2)cc1	9%	-0.2%	-3%	4.4	52	3%	-0.1%	6%	-0.8%	-11%
CCCC(=O)Nc1nc2nc(-c3ccccc3)cc(=O)n2[nH]1	7%	-0.1%	-2%	-1.2	38	-19%	0.0%	12%	1.1%	2%
CC(=O)Nc1nc2c(C)cc(NC(=O)C3CCCCC3)cc2s1	-8%	-0.7%	7%	-2.1	52	10%	0.5%	19%	2.1%	-3%
Cc1ccc(NC(=O)C2CCCN(c3ncccn3)C2)cc1C (stereo unspecified)	10%	0.0%	0%	-2.2	58	9%	0.2%	0%	-0.2%	1%
Cc1ccc2c(c1C)NC(=O)C21N2CCCC2C(C(=O)c2ccc3ccccc3c2)C12C(=O)Nc1ccccc12 (stereo unspecified)	8%	0.3%	2%	·	·	8%	0.9%	12%	-3.4%	15%
Cc1ccc2c(c1)CCCN2C(=O)c1ccco1	-6%	6.0%	0%	0.3	63	-4%	0.3%	-1%	4.5%	1%
Cc1ccc(-c2ocnc2C(=O)N2CCN(C(=O)c3cccs3)CC2)cc1	-11%	0.4%	0%	-1.1	66	3%	0.7%	-5%	-1.5%	-2%
O=C(CNC(=O)c1ccco1)Nc1cc(Cl)ccc1N1CCOCC1	14%	0.2%	-5%	0.0	99	-14%	-0.1%	4%	-1.6%	6%
CC(Oc1ccc(Br)cc1)C(=O)N1CCc2ccccc21 (stereo unspecified)	9%	0.1%	-8%	3.2	98	4%	0.1%	20%	0.0%	-4%
O=C(CNC(=O)Cc1ccccc1)NCc1cccc(C(F)(F)F)c1	-15%	0.3%	0%	1.2	51	15%	1.0%	-11%	0.9%	-7%
CC(C)C(=O)c1cc2c(cc1NC(=O)c1cccs1)OCCO2	1%	4.6%	1%	7.0	43	-4%	-0.2%	22%	-0.8%	2%
O=Nc1c(O)n(Cc2cccc(C(F)(F)F)c2)c2ccccc12	-4%	-0.1%	16%	8.7	82	11%	0.5%	-1%	2.0%	-4%
CCSc1nc2ccccc2c(=O)n1OCC(=O)OC	-10%	0.0%	2%	1.5	76	13%	0.3%	0%	0.1%	1%	NS5 inhibitors pilot replicate=-4.6
O=C(Nc1ccncc1)C1CCCN(S(=O)(=O)c2cccc3cccnc23)C1 (stereo unspecified)	5%	7.9%	4%	2.5	51	-7%	-0.3%	-7%	1.6%	17%
NS(=O)(=O)c1ccc(NC(=O)CSc2ccccc2)cc1	11%	-0.2%	2%	-0.7	56	5%	0.1%	0%	-0.8%	-3%
CCOC(=O)c1c(C)c(C(=O)NCCc2ccccc2)c(C)n1C	-16%	-0.1%	8%	0.0	92	2%	-0.2%	39%	-0.2%	-14%
CCOC(=O)C1CCN(C(=O)COC(=O)CSc2ccc(C(N)=O)cc2[N+](=O)[O-])CC1	-11%	0.5%	1%	-0.1	61	10%	-0.1%	2%	2.8%	-2%
CCO[C@H]1OC(C(=O)N2CCN(Cc3ccccc3)CC2)=C[C@@H](C2CCCCC2)[C@@H]1CCCO	-2%	-0.5%	-2%	4.4	63	6%	-0.2%	-3%	-0.3%	0%
CCc1nnc(NC(=O)CCC(=O)NCCc2ccccc2)s1	4%	0.1%	-1%	-0.2	49	-7%	0.3%	0%	3.0%	5%
CCOc1cc(C)c(S(=O)(=O)NC2CC(C)(C)NC(C)(C)C2)cc1C	-6%	-1.9%	5%	-0.1	36	-6%	-0.3%	-5%	-0.2%	-5%
CN(CCc1ccccn1)C(=O)CCC1CCCN(C(=O)c2n[nH]c3c2CCCC3)C1 (stereo unspecified)	17%	0.8%	-7%	-1.2	61	-2%	-0.3%	11%	-0.4%	5%
COc1ccc(CNC(=O)c2ccc(CS(=O)(=O)c3ccc(C)cc3)o2)cc1	6%	0.2%	0%	-1.3	59	4%	-0.1%	10%	-0.6%	-7%

Compounds listed so far that contain an aryl thioether with sulfur outside any ring:
SMILES	GPR35 antagonists	K1F lysis inhibition	Siah-1 displacement	NTR1 agonist	NTR1 agonist cell count 20 µM	GPR55 antagonists	GPR55 beta-arrestin	AID2073	HIV peptide binding	NS5 inhibitors	others
Cc1cc(C)nc(SCC(=O)Nc2ccc3c(c2)OCO3)n1	0%	-0.5%[50 µM]	-3%	1.6	50	2%	-0.2%	6%	0.2%	0%
CCn1c(SCC(=O)C(C)(C)C)nnc1-c1ccccc1OC	18%	-0.2%	0%	-0.3	49	1%	-0.2%	-4%	3.2%	·
Cc1cc(C)cc(SCc2noc(C(=O)NC(C)C)c2C(=O)NC(C)C)c1	-2%	0.1%	-4%	-3.3	66	10%	-0.2%	4%	-1.5%	-6%
CCOC(=O)c1c(CSc2cccs2)n(C)c2cc(Br)c(O)c(CN(C)C)c12	10%	0.3%	-8%	9.1	34	7%	0.1%	-26%	-4.0%	6%
CCSc1nc2ccccc2c(=O)n1OCC(=O)OC	-10%	0.0%	2%	1.5	76	13%	0.3%	0%	0.1%	1%	NS5 inhibitors pilot replicate=-4.6
NS(=O)(=O)c1ccc(NC(=O)CSc2ccccc2)cc1	11%	-0.2%	2%	-0.7	56	5%	0.1%	0%	-0.8%	-3%
CCOC(=O)C1CCN(C(=O)COC(=O)CSc2ccc(C(N)=O)cc2[N+](=O)[O-])CC1	-11%	0.5%	1%	-0.1	61	10%	-0.1%	2%	2.8%	-2%
